Screens as filed in PubChem.
PP1 inh: blocks human PP1-alpha phosphatase, a PP5 counter-screen | P62136 | purified PP1alpha, OMFP fluorescence | inhibition, % at 6.7 µM | actives 0.9% (n = 320,000);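 active = inhibition above the mean inhibition of all tested compounds plus 3 SD, computed separately for each screening campaign, cut at about 15% in these data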
procasp3 activ: activates human procaspase-3; recombinant procaspase-3 D3A, Ac-DEVD-pNA absorbance 405 nm; activation, % at 8.5 µM; actives 0.11% (n = 330,000); AID 463141;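 active = activation above the mean of all tested compounds plus 3 SD, cut at about 21% in these data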;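 note: 0% = DMSO alone and 100% = DMSO wells spiked with extra 5 µM PC-3 D3A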
Target sequence (P42574 whole entry D9A/D28A/D175A): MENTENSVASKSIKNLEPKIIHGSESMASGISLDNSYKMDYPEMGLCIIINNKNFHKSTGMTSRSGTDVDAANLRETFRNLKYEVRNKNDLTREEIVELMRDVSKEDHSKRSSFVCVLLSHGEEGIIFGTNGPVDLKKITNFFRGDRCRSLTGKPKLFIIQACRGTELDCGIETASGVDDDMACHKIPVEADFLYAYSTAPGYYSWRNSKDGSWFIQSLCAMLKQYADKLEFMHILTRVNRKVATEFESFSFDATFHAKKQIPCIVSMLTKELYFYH
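assay system = Procaspase-3 D3A mutant | signal = absorbance at 405 nm, 0 and 120 min | times = 1 h preincubation plus 2 h reaction at 25 °C | repeats = single replicate | read-out = % activation between DMSO and enzyme-spiked controls | medium = Zinc-free HEPES saline buffer with Triton X-100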
procasp7 counter: counter-screen: procaspase-7 (human) activation; P55210; recombinant procaspase-7, Ac-DEVD-pNA absorbance 405 nm; D23A/D198A/D206A triple mutant, cannot self-cleave; scale: DMSO 0, 5 µM enzyme 100; activation, % at 8.5 µM; actives 0.093% (n = 330,000); AID 463210;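 active = percent activation above the screen-wide mean plus 3 SD, cut at about 25% in these data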
Target sequence (P55210 whole entry D23A/D198A/D206A): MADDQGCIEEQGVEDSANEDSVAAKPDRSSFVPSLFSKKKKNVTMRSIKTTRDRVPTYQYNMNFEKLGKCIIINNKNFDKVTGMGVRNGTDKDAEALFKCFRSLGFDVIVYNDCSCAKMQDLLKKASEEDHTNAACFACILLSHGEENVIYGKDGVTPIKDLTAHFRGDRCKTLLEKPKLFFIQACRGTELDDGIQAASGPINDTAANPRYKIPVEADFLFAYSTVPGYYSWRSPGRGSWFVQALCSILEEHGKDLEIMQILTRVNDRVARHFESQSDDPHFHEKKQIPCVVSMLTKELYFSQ
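buffer or medium = Zinc-free HEPES/NaCl buffer, pH 7.4 | material = Procaspase-7 triple mutant (PC-7 D3A) | input = 2 µM procaspase-7 mutant as dispensed | signal = Epi-absorbance of released pNA at 405 nm, two timepoints | timing = 1 h preincubation, 2 h reaction | replicates = singlicate compound testing | evaluation = % activation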
AHR activator: activates the human aryl hydrocarbon receptor. P35869. AHR-responsive luciferase reporter cells, luminescence. activation, % at 5 µM. actives 2.5% (n = 320,000). AID 2796; in the data active = activation above about 47%;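 note: 0% = vehicle wells and 100% = reference agonist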
TPT1 inhibitor: C. albicans TPT1 enzyme inhibition; recombinant caTPT1, FP RNA substrate dephosphorylation; inhibition, % at 5 µM; actives 0.81% (n = 300,000); AID 1962;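 active = inhibition above the mean of all tested compounds plus 3 SD, set per screening campaign, cut at about 24% in these data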;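 note: plate controls were DMSO alone for no effect and ferristatin control at 100 nM for full effect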
core dimer inh: blocks dimerization of HCV core protein; TR-FRET GST/Flag-core106 dimerization, 1536-well; actives 0.33% (n = 300,000); AID 1899; inhibition, % at 5 µM;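 active = inhibition above the mean of all tested compounds plus 3 SD, set per screening campaign, cut at about 45% in these data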
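Assay system: Tagged HCV core106 pair (GST and Flag) | Buffer or medium: KF-containing HEPES buffer, pH 7.45, DTT, CHAPS, BSA | Also added: Eu donor and XL665 acceptor anti-tag antibodies | Dosing: One concentration, 5 µM, in 0.5% DMSO | Timing: 4 h at 22.5 °C | Technique: TR-FRET 671 and 617 nm emission | Repeats: Singlicate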
PAFAH2 FP inh: inhibitors of human PAFAH2 | Q99487 | recombinant PAFAH2, FP-rhodamine activity probe, fluorescence polarization | inhibition, % at 3.39 µM | actives 0.99% (n = 340,000) | AID 492956;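 active = inhibition above the mean over all tested compounds plus 3 SD, cut at about 30% in these data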;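 note: inhibitors block probe labeling of enzyme so polarization drops; 0% = enzyme with DMSO and 100% = wells lacking PAFAH2 protein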
PP5 primary: inhibitors of human protein phosphatase 5 (PP5); actives 0.18% (n = 320,000); purified PP5c, OMFP substrate fluorescence; inhibition, % at 6.7 µM; AID 1987; P53041;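 active = inhibition above the campaign's mean inhibition across all tested compounds plus 3 SD, cut at about 9.5% in these data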;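 note: 0% = DMSO only and 100% = 100 µM cantharidin control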
Target sequence (P53041 whole entry, looked up): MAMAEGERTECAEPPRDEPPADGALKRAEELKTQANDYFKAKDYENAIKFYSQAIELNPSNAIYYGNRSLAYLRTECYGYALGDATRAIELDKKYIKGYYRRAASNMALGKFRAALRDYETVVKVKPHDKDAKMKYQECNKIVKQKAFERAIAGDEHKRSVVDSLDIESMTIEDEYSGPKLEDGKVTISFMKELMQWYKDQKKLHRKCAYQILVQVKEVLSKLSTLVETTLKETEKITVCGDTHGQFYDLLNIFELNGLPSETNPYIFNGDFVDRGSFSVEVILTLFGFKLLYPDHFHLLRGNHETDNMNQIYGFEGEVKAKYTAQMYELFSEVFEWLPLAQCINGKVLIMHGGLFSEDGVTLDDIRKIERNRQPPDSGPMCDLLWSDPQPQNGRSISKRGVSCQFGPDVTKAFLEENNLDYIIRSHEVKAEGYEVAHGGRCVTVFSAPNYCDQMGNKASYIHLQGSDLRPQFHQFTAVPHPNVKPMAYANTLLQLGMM
CTSL1 counter: counter-screen for PFM18AAP inhibitors: inhibitors of F. hepatica cathepsin L1 | recombinant F. hepatica cathepsin L1, Z-Leu-Arg-MCA fluorescence | AID 1906 | actives 0.49% (n = 300,000) | inhibition, % at 5.96 µM;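 active = inhibition above the mean of all tested compounds plus 3 SD, set per screening campaign, cut at about 17% in these data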;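 note: 0% = plate median of test compound wells and 100% = 1 µM Z-Phe-Ala-diazomethylketone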
Starred values were filed as active, the others as inactive; nt = no result given. This is a subset (hit frequency here may not be typical).

| compound | PP1 inh | procasp3 activ | procasp7 counter | AHR activator | TPT1 inhibitor | core dimer inh | PAFAH2 FP inh | PP5 primary | CTSL1 counter |
| --- | --- | --- | --- | --- | --- | --- | --- | --- | --- |
| CCOc1ccc(NC(=O)c2c(O)[nH]c(=O)[nH]c2=O)cc1 | 6 | 12 | 13 | 1 | -1 | 9 | 4 | 1.1 | -1 |
| CN(C)CC#CCn1c2ccccc2c2ccccc21 | -2 | -1 | 0 | 5 | 2 | -3 | nt | 0.9 | 1 |
| O=C1N(c2ccccc2)C(c2cccnc2)N2CCCN12 (stereo not given) | 0 | -2 | 3 | 1 | -3 | -2 | -5 | 1.4 | -1 |
| CCC12CN3CCN(CC(C3)C1O)C2 (stereo not given) | -2 | 4 | 8 | 4 | 2 | -2 | -5 | 1.0 | -1 |
| CCC1(C(=O)c2ccc(C)cc2)C2c3ccccc3OC(=O)C21C(=O)O (stereo not given) | 4 | -3 | -3 | 2 | 2 | 1 | 3 | -1.6 | 1 |
| CC(c1ccccc1)(c1ccccc1)c1ccncc1 | 0 | 4 | 1 | -1 | 2 | 4 | -1 | -0.2 | 3 |
| O=C1/C(=C\c2ccc([N+](=O)[O-])cc2)N2CCC1CC2 | 1 | 1 | -6 | 1 | -3 | -3 | 1 | -2.6 | 1 |
| COC(=O)CC1(CC(=O)OC)C(=O)NC(=O)NC1=O | 2 | 4 | 4 | 0 | -1 | 6 | 2 | 0.7 | -3 |
| COCCNC(=O)c1c(NC(=O)c2ccc(Br)o2)n(Cc2ccccc2)c2nc3ccccc3nc12 | -5 | -17 | -24 | 38 | 10 | 19 | 16 | 9.0 | -6 |
| Cc1cc(C(=O)CS(=O)(=O)c2ccccc2)cc(C)c1OC(=O)N(C)C | -2 | 2 | -4 | 27 | -1 | -1 | 9 | -2.5 | 3 |
| N#CC1(c2ccccc2)CCN(C2CC(=O)N(c3ccc(F)cc3)C2=O)CC1 (stereo not given) | -1 | -4 | -4 | 2 | -1 | 4 | -3 | 3.9 | 0 |
| C=CCn1c(O)c(C=NCCN2CCNCC2)c(=O)[nH]c1=O | -6 | 5 | 8 | -2 | 5 | -2 | 2 | 1.1 | -4 |
| CCOC(=O)c1c(C=O)c2ccccc2n1Cc1ccccc1F | 4 | -6 | -6 | 3 | -1 | -4 | 0 | 2.7 | 6 |
| CN1C(=O)C(=Cc2ccccc2OCc2ccccc2Cl)C(=O)N(C)C1=O | 3 | 2 | -4 | 7 | -4 | 1 | -3 | 4.4 | 2 |
| CN1C(=O)NC(=O)[C@]2(Cc3ccccc3N3CCN(c4ccccc4)CC32)C1=O (stereo not given in full) | -3 | 8 | -5 | 15 | -2 | 3 | 6 | 7.8 | -2 |
| COc1cccc(OP(=O)(Nc2ccccc2)Oc2cccc(OC)c2)c1 | 2 | -6 | -5 | 4 | -1 | -5 | -7 | 7.7 | 1 |
| Clc1ccc(C2NCCc3[nH]cnc32)cc1 (stereo not given) | 0 | 7 | 3 | 5 | 0 | 3 | -1 | -1.1 | 3 |
| O=c1c2ccccc2nc(/C=C/c2ccco2)n1-c1ccccc1O | -2 | 5 | 1 | 19 | 19 | 1 | 4 | 0.8 | 2 |
| COC(=O)C1=C(c2ccc(OC)c(OC)c2)C[C@@H]2CC[C@H]1N2C(=O)NCCOc1ccccc1Cl | 3 | 8 | 18 | 0 | nt | nt | 8 | 1.6 | nt |
| CCNc1nc(NC(C)(C)C)nc(SC)n1 | -4 | -6 | 1 | 17 | -1 | 0 | 9 | 4.9 | -2 |
| COC(=O)C1=C(c2ccccc2)C[C@@H]2CC[C@H]1N2C(=O)N1CCOCC1 | -1 | -8 | 2 | -1 | 0 | -2 | 5 | -0.5 | 1 |
| O[C@@H]1CCCN2CCc3c([nH]c4ccccc34)[C@H]12 | -6 | 0 | -1 | 10 | 30* | -6 | 6 | 3.9 | 0 |
| CCOP(=O)(OCC)C(O)c1ccc(Br)cc1 (stereo not given) | -1 | 4 | 2 | 1 | 2 | -1 | 3 | 0.5 | 2 |
| O=[N+]([O-])[N-][n+]1cnn(Cc2ccc(Cl)cc2)c1 | -4 | -7 | 1 | 1 | 0 | -3 | 1 | 2.2 | 2 |
| CCC(C)n1c(C)cc(C(N)=O)c1C (stereo not given) | 0 | 2 | 3 | 0 | -1 | -1 | 0 | -0.5 | 1 |
| CC1C2Cn3c(nc4ccccc43)C1N(C)O2 (stereo not given) | 2 | -8 | 2 | 0 | -6 | -15 | 4 | -2.0 | 8 |
| C#C[C@]1(O)CCC2C3C(CC[C@@]21C)[C@@]1(C)CC[C@@H](O)CC1=C[C@H]3O (stereo not given in full) | nt | 0 | 12 | -1 | nt | nt | 6 | nt | nt |
| CCOP(=O)(OCC)C(NC(=O)CN1C(=O)c2ccccc2S1(=O)=O)C(Cl)(Cl)Cl (stereo not given) | 0 | 0 | -7 | -1 | -3 | -13 | -8 | 0.6 | 2 |
| CCC1(C)CC(CCNCc2ccc(N(C)C)cc2)(c2ccc(F)cc2)CCO1 (stereo not given) | -1 | -1 | -3 | 3 | 1 | -3 | -5 | 0.5 | 3 |
| Cc1cc(/C=C2/C(=O)NC(=O)N(Cc3ccco3)C2=O)c(C)n1-c1ccccc1 | 8 | -13 | -8 | 0 | 23 | 35 | 33* | 1.7 | -3 |
| O=c1[nH]c(=O)n(CCC2=CCCCC2)c(O)c1C=NC1CCN(Cc2ccccc2)CC1 | 0 | 4 | -1 | 4 | 0 | 14 | 5 | 0.8 | 3 |
| Cc1onc(-c2c(Cl)cccc2Cl)c1C(=O)Nc1ccc2c(C(F)(F)F)cc(=O)oc2c1 | 1 | -2 | 3 | -2 | -3 | 3 | -2 | -1.8 | -7 |
| COc1ccc(OC)c(CN2CCN(C(=O)Cc3ccccc3)CC2)c1 | -3 | -1 | 8 | 3 | 3 | 5 | -8 | 1.0 | -4 |
| N#CCC(=O)NN1Cc2ccccc2C1=N | -1 | -13 | 14 | 18 | 0 | -3 | -2 | 0.2 | -1 |
| C=CCn1c(O)c(C(CC)=NCCc2c[nH]c3ccccc23)c(=O)[nH]c1=O | -4 | -2 | 3 | -3 | 2 | 2 | -1 | -1.6 | 1 |
| CCCCCCC[n+]1ccc(-c2cc[n+](CCCCCCC)cc2)cc1 | 3 | -2 | -7 | 4 | 0 | -16 | -6 | 1.5 | -1 |
| COC1=C(OC)[C@]23CCc4ccc(OC)c(OC)c4[C@]2(CCN3C)CC1=O | nt | 3 | 2 | -2 | nt | nt | 4 | nt | nt |
| C=C1C/C(=C/C)C(=O)O[C@@H]2CCN3CC=C(COC(=O)[C@]1(C)O)[C@H]23 | -4 | 0 | -6 | -1 | 4 | 1 | -1 | -1.9 | 3 |
| C[C@]12CC[C@H](O)CC1=CC(=O)C1C2CC[C@]2(C)C(=O)[C@H](O)CC12 (stereo not given in full) | nt | 0 | 5 | 0 | nt | nt | -1 | nt | nt |
| O=c1[nH]c(=O)n(-c2ccccc2Cl)c(O)c1C=NCCN1CCCCC1 | -1 | -2 | -3 | 1 | -4 | 5 | -6 | 0.0 | -1 |

Among those listed so far, these contain a cyano group:
| compound | PP1 inh | procasp3 activ | procasp7 counter | AHR activator | TPT1 inhibitor | core dimer inh | PAFAH2 FP inh | PP5 primary | CTSL1 counter |
| --- | --- | --- | --- | --- | --- | --- | --- | --- | --- |
| N#CC1(c2ccccc2)CCN(C2CC(=O)N(c3ccc(F)cc3)C2=O)CC1 (stereo not given) | -1 | -4 | -4 | 2 | -1 | 4 | -3 | 3.9 | 0 |
| N#CCC(=O)NN1Cc2ccccc2C1=N | -1 | -13 | 14 | 18 | 0 | -3 | -2 | 0.2 | -1 |

Continuation:
| compound | PP1 inh | procasp3 activ | procasp7 counter | AHR activator | TPT1 inhibitor | core dimer inh | PAFAH2 FP inh | PP5 primary | CTSL1 counter |
| --- | --- | --- | --- | --- | --- | --- | --- | --- | --- |
| O=c1c2ccccc2nc(-c2ccccc2)n1-c1ccccc1O | -5 | 8 | -11 | 63* | 0 | 2 | 8 | 0.9 | -5 |
| CN1C(=O)CC(c2ccccc2)Nc2ccccc21 (stereo not given) | -3 | -5 | 5 | 2 | -2 | 0 | 7 | -1.3 | 0 |
| CSc1nc2ccccc2c(=O)n1-c1cccnc1 | -4 | -4 | 5 | 2 | -2 | 1 | 1 | 1.5 | 0 |
| O=P(Nc1cccnc1)(Oc1ccccc1Cl)Oc1ccccc1Cl | 0 | 3 | -2 | 10 | 0 | 3 | 3 | 2.3 | 1 |
| Clc1cccc(Cl)c1CN1CCN(c2ccccc2)CC1 | 3 | 0 | -4 | 0 | -2 | -4 | 0 | -0.5 | 0 |
| Cc1ccc(N(C)C(=O)Oc2cccc3cccnc23)cc1 | 1 | 3 | -2 | -5 | 0 | 2 | 1 | -1.7 | 0 |
| c1ccc2sc(C3CCCNC3)nc2c1 (stereo not given) | 2 | 9 | 6 | 6 | -1 | 2 | -3 | 1.2 | 1 |
| N#Cc1ccccc1Cn1cc(C(=O)c2ccco2)c2ccccc21 | 7 | -1 | 6 | -1 | 0 | 17 | 3 | 2.8 | 1 |
| CCOP(=O)(OCC)C(NC(C)=O)C(Cl)(Cl)Cl (stereo not given) | 2 | -7 | 2 | 2 | -2 | 0 | 4 | 0.7 | 2 |
| CN1CCN(C(=O)COc2ccc(S(=O)(=O)N(C)Cc3ccccc3)cc2)CC1 | -2 | 7 | -3 | 0 | -2 | -3 | -1 | -0.2 | 0 |
| COC(=O)C1=C(c2ccc(F)cc2OCc2ccccc2)C[C@@H]2CC[C@H]1N2C(=O)N1CCC(O)CC1 | -5 | 3 | 4 | 0 | nt | nt | -1 | 2.2 | nt |
| CCOC(=O)c1c(C)n(C(C)C)c2ccc(OC)cc12 | -3 | -7 | 2 | 3 | -3 | -2 | 5 | 2.7 | 7 |
| Cc1cccc(-n2c(C)nc3ccc(Cl)cc3c2=O)c1 | 0 | 3 | 14 | 0 | -3 | 9 | 2 | -2.9 | -3 |
| O=C(CN1CC(c2ccccc2)CC1=O)Nc1ccc(F)cc1 (stereo not given) | -13 | -2 | 4 | 2 | -2 | -1 | -4 | 2.3 | 8 |
| COc1ccc(OCCOc2cccc(C=C3C(=O)NC(=O)NC3=O)c2)cc1 | -5 | -1 | -12 | -2 | -1 | 17 | nt | 0.1 | 2 |
| CC(=O)N1CC(=O)Nc2ccc(C)cc2C1c1ccccc1 (stereo not given) | -3 | 9 | -1 | 3 | 4 | 1 | 2 | -1.0 | -11 |
| C=CCNC(=O)c1c(N)n(CCN2CCOCC2)c2nc3ccccc3nc12 | 2 | -5 | -3 | 10 | 1 | -5 | 10 | 2.4 | 3 |
| COC(=O)C(O)(c1ccc2c(c1)CCCN2)C(F)(F)F (stereo not given) | -3 | 7 | 10 | -1 | 3 | 5 | -3 | 1.2 | -1 |
| CCN1C(=O)C(=Cc2cc(C)n(C3CC3)c2C)C(=O)N(CC)C1=S | 0 | -8 | -13 | -1 | 21 | -1 | -6 | 2.5 | -3 |
| Cc1cc(OCCN2CC2)c2ccccc2n1 | -2 | 3 | 7 | 2 | 4 | 3 | nt | -1.3 | 0 |
| Cc1cc(C)c(C(=O)N2CCC3(CC2)OCCO3)c(C)c1 | -4 | -8 | 6 | -2 | 7 | -28 | 3 | 5.3 | 0 |
